Screens (PubChem)
FLuc modulator = counter-screen for miR-21 project: firefly luciferase inhibitors or activators | Potency, µM (titrated, usually from 57.5 µM), for inactives: at the top dose activity change, negative = inhibition, usual class: inhibitors | purified FLuc, Km substrates, luminescence inhibition | 360,000 tested, 6.9% active;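 note: potency is the fitted concentration of half-maximal effect; plate controls were vehicle for no effect and reference inhibitor for full effect; nearly all actives have a fitted effect of over 55% in size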
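Biochemical qHTS of compounds, final roughly 60 µM downward over six points, against 10 nM purified firefly luciferase using Km concentrations of substrates (10 uM D-luciferin, 10 uM ATP) in Tris acetate pH 7.5 buffer; luminescence output.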
Menin MLL FP TR = menin-MLL binding inhibition, Texas Red mutant peptide. O00255. Menin + Texas Red MLL mutant peptide, fluorescence polarization. Potency, µM (series often up to 61.6 µM), for inactives: at the highest dose FP activity change, negative = inhibition, most hits filed as inhibitors. 270,000 tested, 0.23% active. AID 1768; active = well fitted inhibition curve with a large enough effect in the polarisation, with a control signal flat, not every such curve was filed as active; inconclusive = small, poorly fitted or top-dose-only effect, or effect the other way, or a change in a side signal; inactive = no such curve, though single readings can be large or run the other way; the % refers to the polarisation; note: potency is the fitted concentration of half-maximal effect; % of control where 0% means no effect; many of its hits are not listed in these tables
Giardia killer = Giardia lamblia killing | Giardia lamblia trophozoite viability | 340,000 tested, 0.15% active | activity change, % at 7.66 µM, hits read low; in the data active = activity change below about -80%; inconclusive = between about -30% and that limit;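 note: parasites exposed to compound for two days anaerobically before the ATP read; % is set by controls: 0 for no effect and ±100 for the full control effect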
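Viability, read as ATP luminescence: trophozoites at 100 cells/well, compound added, 48 hrs anaerobic at 37 deg C, then 15-30 min room-temperature development before reading.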
p53 reactivation = mutant p53 re-activation in reporter cells; H1299 p53-A138V BP100-luciferase reporter, luminescence, 24 h; Potency, µM (top dose mostly 92.2 µM), for the others: at the top dose activity change, positive = activation, actives largely listed as activators; 320,000 tested, 0.063% active; AID 504706; note: potency is the fitted concentration of half-maximal effect; % of control where 0% means no effect; nearly all actives have a fitted effect of over 45% in size
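H1299 (p53-null), stable ts p53-A138V + BP100-Luc; 1000 cells/well, Opti-MEM/10% FBS; cpd 4 pt, 1:5; 24 h, 37 deg C, 5% CO2; detection reagent 10 min RT; luminescence.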
BRCA1 expr up = increases BRCA1 expression | MCF7-BRCA1-FFLuc reporter, luminescence, 48 h; response scale: scaled: vehicle 0%, 10 µM genistein 100% | Potency, µM (series often up to 46.1 µM), for the others: at the highest dose activation, actives largely listed as activators | 380,000 tested, 1.1% active | AID 624202; note: potency is the fitted concentration of half-maximal effect; nearly all actives have a fitted effect of over 80% in size; some results filed as inactive show a strong effect at the top dose
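48 h compound treatment of MCF7-BRCA1-FFLuc cells (phenol-red free MEM, 37 °C), then 15 min with luciferase substrate and luminescence imaging.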
RORg inh = blocks mouse ROR gamma transcriptional activity; P51450; 310,000 tested, 5.4% active; Drosophila S2 Gal4-RORgamma UAS-luciferase reporter, 20 h; Potency, µM (series often up to 53.6 µM), for inactives: at the highest dose activity change, negative = inhibition, most hits filed as inhibitors; note: potency is the fitted concentration of half-maximal effect; % is set by controls: 0 for no effect and ±100 for the full control effect; nearly all actives have a fitted effect of over 60% in size
Target sequence (P51450 whole entry, looked up, the tested form may be a part): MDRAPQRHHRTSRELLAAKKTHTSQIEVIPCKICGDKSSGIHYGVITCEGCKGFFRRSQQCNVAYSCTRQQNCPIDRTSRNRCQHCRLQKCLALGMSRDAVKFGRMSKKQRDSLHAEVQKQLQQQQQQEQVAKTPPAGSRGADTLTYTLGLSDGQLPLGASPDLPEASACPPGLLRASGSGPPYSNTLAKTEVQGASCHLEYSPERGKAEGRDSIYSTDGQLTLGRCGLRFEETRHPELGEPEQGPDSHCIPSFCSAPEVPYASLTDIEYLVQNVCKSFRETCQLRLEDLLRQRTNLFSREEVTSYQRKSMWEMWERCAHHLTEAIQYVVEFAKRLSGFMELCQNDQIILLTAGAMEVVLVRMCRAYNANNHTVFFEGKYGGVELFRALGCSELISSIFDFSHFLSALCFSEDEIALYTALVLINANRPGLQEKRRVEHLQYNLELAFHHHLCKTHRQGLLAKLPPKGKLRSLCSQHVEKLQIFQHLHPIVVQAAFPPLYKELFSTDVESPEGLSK
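Schneider cells (Drosophila), stable Gal4 DBD–ROR gamma + UAS-luc; 1 hr cmpd preincubation; Cu2+ induction 700 uM final; 20 hr ambient; luminescence.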
ELG1 genotoxic = genotoxicity induction in ELG1-luciferase HEK293T cells; HEK293T ELG1-luciferase reporter, luminescence, 16 h; Potency, µM (highest dose often 46 µM), for inactives: at the highest dose activity change, positive = activation, most hits filed as activators; 330,000 tested, 1.3% active; AID 504466; note: potency is the fitted concentration of half-maximal effect; % of control where 0% means no effect; nearly all actives have a fitted effect of over 60% in size
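Genotoxic stress is detected as increased luminescence from luciferase-tagged ELG1 in HEK293T cells, measured with ONE-Glo after a 16 hr treatment at 37 °C.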
Rab9 promoter act = activates the Rab9 promoter; Potency, µM (doses to about 9.22 µM), for the others: top-dose activation, negative = inhibition, usual class: activators; AID 485297; Huh7 Rab9 promoter-luciferase reporter, luminescence, 24 h; 320,000 tested, 2.8% active; note: potency is the fitted concentration of half-maximal effect; % of control where 0% means no effect; nearly all actives have a fitted effect of over 60% in size
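Rab9 promoter-driven luciferase in stably transfected Huh7 cells; 1500 cells/well rested 2 h, exposed to compound in DMSO for 24 h at 37 °C, 5% CO2. Luminescence read 10 min after adding luciferase reagent at ambient temperature.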
Gal4-VP16 FLuc = counter-screen for ROR gamma inhibitors: Gal4-VP16 reporter; Drosophila S2 Gal4-VP16 UAS-luciferase, luminescence, 20 h; Potency, µM (series often up to 53.6 µM), for the others: at the highest dose activity, negative = inhibition, usual class: inhibitors; 310,000 tested, 3.5% active;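 note: Gal4-VP16 expression switched on by copper sulfate through the metallothionein promoter; potency is the fitted concentration of half-maximal effect; % is set by controls: 0 for no effect and ±100 for the full control effect; nearly all actives have a fitted effect of over 50% in size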
NPC1 promoter act = activates the NPC1 promoter. Huh7 NPC1 promoter luciferase reporter, 24 h. Potency, µM (titrated, usually from 9.22 µM), inactives show top-dose activation, usual class: activators. 320,000 tested, 2.4% active. AID 485313;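 note: potency is the fitted concentration of half-maximal effect; % of control where 0% means no effect; nearly all actives have a fitted effect of over 60% in size; reporter is driven by a mutant NPC1 promoter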
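Huh7 cells stably carrying NPC1 promoter–luciferase, plated in Opti-MEM with 10% FBS for 2 h, were exposed to compound in DMSO for 24 h at 37 °C; luciferase reagent was added for 10 min and luminescence read.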
PKM2 activator = activators of human pyruvate kinase M2; Potency, µM (series often up to 57.5 µM), without a hit: top-dose activation, actives largely listed as activators; 260,000 tested, 0.34% active; purified PKM2, Kinase-Glo ATP luminescence, activation; response scale: 0% is enzyme alone, no compound; note: potency is the fitted concentration of half-maximal effect; % is set by controls: 0 for no effect and ±100 for the full control effect; nearly all actives have a fitted effect of over 55% in size
Target sequence (P14618 whole entry, looked up): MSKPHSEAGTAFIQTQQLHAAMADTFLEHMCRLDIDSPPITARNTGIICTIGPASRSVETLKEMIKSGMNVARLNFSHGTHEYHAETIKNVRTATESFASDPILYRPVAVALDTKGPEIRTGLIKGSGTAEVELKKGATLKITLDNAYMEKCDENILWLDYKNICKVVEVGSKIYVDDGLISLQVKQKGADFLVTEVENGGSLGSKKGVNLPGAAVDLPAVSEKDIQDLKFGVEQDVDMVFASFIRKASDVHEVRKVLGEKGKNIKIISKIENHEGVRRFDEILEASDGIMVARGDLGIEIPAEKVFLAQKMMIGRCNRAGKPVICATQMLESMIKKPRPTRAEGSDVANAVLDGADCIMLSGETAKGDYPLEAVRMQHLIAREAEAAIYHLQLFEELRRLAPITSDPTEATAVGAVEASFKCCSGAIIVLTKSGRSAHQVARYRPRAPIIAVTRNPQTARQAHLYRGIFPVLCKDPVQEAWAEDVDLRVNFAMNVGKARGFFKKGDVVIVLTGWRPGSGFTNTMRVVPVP
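ATP formation by purified human PK-M2, quantified via coupled luciferase luminescence after 1 h at room temperature with 0.1 mM ADP and 0.5 mM PEP final.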
Active calls of the source: *; ? = inconclusive; nt = no result given; [ ] = dose if it differs, or a comment. Unless noted, calls come from the whole dose curve; as a rule, active = well fitted curve in the direction sought with a large enough effect; inconclusive = small, poorly fitted or top-dose-only effect, or another doubt; inactive = no such curve, though single readings can be large; an effect the other way counts as inactive or inconclusive.

Structure,Giardia killer,Gal4-VP16 FLuc,BRCA1 expr up,Rab9 promoter act,PKM2 activator,RORg inh,ELG1 genotoxic,FLuc modulator,NPC1 promoter act,p53 reactivation,Menin MLL FP TR
COc1ccc(N(C(=O)Cn2nnc3ccccc32)C(C(=O)NCc2ccco2)c2ccc(C)o2)cc1 (stereo not drawn),19,-1%,-5%,-1%,9%,6%,-5%,0%,-6%,3%,1%
Cc1ccnc(NC(=O)CCC(=O)N(Cc2ccco2)C(C(=O)NC(C)C)c2ccc(F)cc2)c1 (stereo not drawn),23,16%,2%,-5%,2%,15%,-30%,2%,3%,-2%,-9%
O=C(CCn1c(=O)oc2ccccc21)NCCCN1CCOCC1,-14,-7%,-1%,2%,-5%,-10%,-1%,-1%,-5%,-1%,-10%
O=C(Cc1ccc([N+](=O)[O-])cc1)Nc1ccc2c(c1)CCC2,-10,-3%,1%,8%,2%,-30%,10%,-1%,-2%,2%,19%
Cc1ccc(NC(=O)CSc2n[nH]c(=O)n2C2CC2)cc1S(=O)(=O)N1CCOCC1,2,-1%,-14%,0%,-5%,41%,0%,8%,-2%,-2%,-5%
Cc1ccc(OCC(=O)NNC(=S)NC(=O)C2CCCCC2)c(C)c1,-14,-16%,8%,-1%,nt,10µM*,3%,5%,-6%,2%,nt
O=C(OCCN1C(=O)c2ccccc2C1=O)Oc1ccccc1,26,0%,3%,0%,nt,-20%,1%,-5%,-5%,7%,nt
CC(=O)NCC(=O)N(Cc1ccco1)C1(C(=O)NC2CCCC2)CCCCC1,17,-7%[10 µM],-18%,-15%,1%,3%,0%,-1%,0%,1%,2%
Cc1[nH]n(-c2ccc(Br)cc2)c(=O)c1C=Nc1ccc(S(=O)(=O)Nc2nccs2)cc1,-25,-30%,-3%,2%,-11%,31%,10%,?,9%,2%,?
Cc1cc2nnc(SCC(=O)N3CCCCCC3)n2c(N)n1,-3,-8%,3%,-3%,0%,19%,-4%,-1%,-3%,0%,-10%
CCC/C(O)=C1\C(=O)CC(C)(C)CC1=Nc1ccccc1O,-7,?,-2%,-14%,0%,-3%,-4%,-2%,-1%,-3%,-1%
Cc1ccc(N(CC(O)CN2C(=O)NC(C)(C)C2=O)S(=O)(=O)c2ccc(C)cc2)cc1 (stereo not drawn),15,-11%,-15%,-4%,2%,4%,4%,-1%,2%,2%,nt
Cc1ccc(/C=N/NC(=O)C(C)Oc2cccc3ccccc23)o1 (stereo not drawn),-2,?,-18%,1%,17%,16µM*,-4%,-11%,8%,-11%,-6%
CSc1nc2ccc(NS(=O)(=O)c3ccc(Br)s3)cc2s1,-11,-14%,2%,-1%,17%,-7%,-3%,?,1%,1%,nt
NCCCC[C@H]1CN=C(N)N1CCC12CC3CC(CC(C3)C1)C2,3,-9%,7%,-7%,2%,-14%,3%,0%,-5%,-1%,nt
COc1ccc(-c2nn(-c3ccccc3)cc2/C=N/Nc2ccc(Cl)c(C(=O)O)c2)cc1OC,-4,-6%,2%,1%,1%,-1%,10%,13µM*,2%,11%,nt
Cc1ccc(S(=O)(=O)N2CCOCC2)cc1C(=O)Nc1ccccc1F,13,nt,-8%,2%,1%,nt,-3%,3%,1%,nt,-8%
COC(=O)c1sc2[nH]c(=S)n(N)c(=O)c2c1C,-11,?,4%,2%,-7%,7.1µM*,0%,?,-8%,8%,17%
COc1ccc(-n2c(Cc3cc(=O)[nH]c(=O)[nH]3)nnc2SCC(=O)Nc2cc(C(F)(F)F)ccc2Cl)cc1,1,-5%,-6%,-3%,0%,1%,0%,-1%,-3%,-2%,-13%
CCOC(=O)c1ccc(N=c2sc(C(=O)OC)cc(=O)n2Cc2ccco2)cc1,-6,8.9µM*,-39%,-10%,9%,?,-10%,16%,-6%,-27%,1%
CSc1nc(-c2ccccc2)[nH]c(=S)c1C(C)=O,4,?,-47%,-1%,-3%,6.3µM*,-2%,-5%,1%,1%,2%
CC12CCC(C/C1=N\OC(=O)c1c(F)cccc1F)C2(C)C (stereo not drawn),-18,-4%,-1%,4%,13%,34%,2%,0%,-4%,-1%,nt
CCOC(=O)C1C(c2ccc(O)c(OCC)c2)NC(=S)NC1(O)C(F)(F)F (stereo not drawn),4,-3%,-19%,5%,4%,21%,-4%,-1%,3%,-12%,3%
CC(C)NC(=O)CN1CCN(C(=O)CCl)CC1,-3,3%,-15%,0%,-2%,-7%,-3%,1%,1%,11%,3%
Cc1cc(C)n(CC(O)Cn2c3ccccc3c3ccccc32)n1 (stereo not drawn),-5,?,-4%,-5%,2%,?,-2%,2%,0%,-1%,nt
Cc1n[nH]c(=S)n(/N=C/c2ccccn2)c1=O,1,-7%,-45%,2%,-5%,-8%,-2%,-1%,1%,8%,-7%
Cc1ccccc1OCC(=O)NCCC1=CCCCC1,0,?,3%,0%,-14%,?,-4%,-12%,0%,4%,-21%
CCOC(=O)N1CCC(N2Cc3cccc(C(=O)N4CCN(C5CCCCC5)CC4)c3C2=O)CC1,27,1%,-7%,-2%,0%,10%,1%,1%,-2%,-3%,-13%
COC(=O)c1ccc(CN2CCc3ccc(NC(=O)c4ccncc4)cc3C2)cc1,-1,-9%,-25%,-15%,0%,35%,-8%,?,-16%,-10%,nt
COc1ccc(CN(C#N)c2nc(SC)nc(N(C)C)n2)cc1,8,2%,-21%,-8%,-1%,-18%[10 µM],0%,2%,1%,-3%,-11%
O=C(NCCc1ccccc1)c1ccccc1Cl,2,7.9µM*,-47%,0.45µM*,-2%[11.5 µM],8.9µM*,?,1.9µM*,0.35µM*,-35%[inhibitor],17%
Cc1cc(NC(=O)c2cc(S(=O)(=O)N3CCCCC3)ccc2C)n(-c2ccccn2)n1,9,-10%,-37%,1%,5%,-19%,-4%,1%,0%,3%,12%
Cc1cc(C(=O)Nc2ccccc2[N+](=O)[O-])cs1,-7,-29%,0%,-4%,4%,?,11%,?,-3%,-4%,nt
O=C(NC1CCCC1)C1CCCN(S(=O)(=O)c2ccc(-n3cnnn3)cc2)C1 (stereo not drawn),-2,-7%,-1%,19%,-4%,6%,-1%,1%,1%,2%,0%
O=S(=O)(CCSc1ccc(C(F)(F)F)cn1)c1ccc(Cl)cc1,-4,18%,5%,4%,0%,14%,0%,2%,0%,-1%,nt
CC(CCn1cccn1)NC(=O)c1cc(COc2ccc(F)cc2F)on1 (stereo not drawn),-28,-2%,25%,-2%,-7%,-8%,0%,-4%,-3%,-2%,-8%
Cc1nc2sc3c(c2c2nc(-c4ccco4)nn12)CCCC3,nt,1%,nt,-2%,1%,23%,-1%,-2%,1%,12%,8%
Cc1ccc(CNC(=O)Cn2ccc3ccccc3c2=O)o1,8,3%,-1%,4%,-2%,-6%,3%,2%,0%,-8%,-1%
CCCc1cc(=O)[nH]c(Nc2ccc(O)cc2)n1,17,-2%,-5%,-2%,6%,0%,-1%,5%,-3%,1%,nt
CCOC(=O)C(C(C)=O)c1c(Br)c(O)c(O)c2c(C(=O)c3ccc(C)cc3)coc12 (stereo not drawn),-13,16µM*,-99%[inhibitor],-14%,?,13µM*,7%,19µM*,-25%,25µM*,13%
O=C(O)c1ccc(/C=C2\SC(=S)N(NC(=O)c3ccc(Br)cc3)C2=O)cc1,38[activator],-5%,2%,7%,nt,-18%,0%[9.26 µM],-15%,1%,20%,65%[activator]
O=S(=O)(Nc1ccc(Br)cn1)c1ccc(Cl)s1,13,nt,0%,-10%,0%,nt,0%,6%,-1%,nt,9%
COc1cc(CNCCSc2nnnn2C)cc(Br)c1OCc1ccccc1,0,-30%,-17%,0%,-7%,5%,-13%,4%,-1%,0%,-9%
Cc1ccc(-c2nnn(CCC(=O)NC(C)(C)C)n2)cc1,-1,2%,14µM*,?,-3%,?,15%,?,22%,?,-9%
NC(=O)c1cccc2c(=O)oc3ccccc3c12,-3,-12%,-2%,-2%,-2%,-6%,1%,2%,2%,1%,-5%
Nn1c(SCC(=O)Nc2ccc(Oc3ccccc3)cc2)nnc1C1CC1,35[activator],?,27%,8%,66%,88%,-7%,?,-1%,11%,-3%
N#CCn1c2ccccc2c2nc3ccccc3nc21,-10,8%,25%,8%,4%,21%,10%,-19%,6%,3%,-4%
CC(C)(C)C1CCc2c(sc(NC(=O)C3CC=CCC3C(=O)O)c2C#N)C1 (stereo not drawn),4,21%,-14%,-1%,10%,?,-2%,?,-1%,2%,10%
Cc1ccc(-c2cc(-c3ccccc3)nc(N)c2C#N)o1,11,-5%,-40%,-5%,nt,-16%,17%,-1%,-5%,-4%,41%[activator]

An excerpt (hit frequency here may not be typical).
